Screening data deposited in PubChem by National Center for Advancing Translational Sciences (NCATS).
BRCA1 expr act = activators of BRCA1 expression. MCF7-BRCA1-FFLuc reporter, luminescence, 48 h; response scale: scaled: vehicle 0%, 10 µM genistein 100%. hit rate 1.1% among 380,000. Potency, µM (highest dose often 46.1 µM), for inactives: at the highest dose activation, actives largely listed as activators; also: nearly all actives have a fitted effect of over 80% in size; some results filed as inactive show a strong effect at the top dose
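Compounds are tested at multiple concentrations on MCF7 BRCA1-luciferase reporter cells seeded at 2000 per well; after 48 h, a single luminescence end-point is taken and curves fitted to the normalized data.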
NPC1 promoter act = activates the NPC1 promoter | Huh7 NPC1 promoter luciferase reporter, 24 h | Potency, µM (series often up to 9.22 µM), for inactives: top-dose activation, usual class: activators | hit rate 2.4% among 320,000;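 also: % of control where 0% means no effect; nearly all actives have a fitted effect of over 60% in size; reporter is driven by a mutant NPC1 promoter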
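Huh7 cells stably carrying NPC1 promoter–luciferase, plated in Opti-MEM with 10% FBS for 2 h, were exposed to compound in DMSO for 24 h at 37 °C; luciferase reagent was added for 10 min and luminescence read.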
ELG1 genotox = inducers of genotoxicity in HEK293T ELG1-luciferase cells. HEK293T ELG1-luciferase reporter, luminescence, 16 h. Potency, µM (doses to about 46 µM), without a hit: top-dose activity change, positive = activation, actives largely listed as activators. hit rate 1.3% among 330,000; also: % of control where 0% means no effect; nearly all actives have a fitted effect of over 60% in size
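16 hr compound incubation (37 °C, 5% CO2) of HEK293T cells carrying luciferase-tagged ELG1; luciferase then measured by ONE-Glo luminescence after 30 min at RT.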
VP16 counter = counter-screen for ROR gamma inhibitors: Gal4-VP16 reporter; hit rate 3.5% among 310,000; Potency, µM (highest dose often 53.6 µM), for inactives: top-dose activity, negative = inhibition, most hits filed as inhibitors; Drosophila S2 Gal4-VP16 UAS-luciferase, luminescence, 20 h;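 also: Gal4-VP16 expression switched on by copper sulfate through the metallothionein promoter; % is scaled to controls: 0 for no effect and ±100 for the full control effect; nearly all actives have a fitted effect of over 50% in size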
p53 reactivator = restores transcriptional activity of mutant p53. H1299 p53-A138V BP100-luciferase reporter, luminescence, 24 h. Potency, µM (titrated, usually from 92.2 µM), for the others: at the top dose activity change, positive = activation, usual class: activators. hit rate 0.063% among 320,000. AID 504706; also: % of control where 0% means no effect; nearly all actives have a fitted effect of over 45% in size
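p53-null H1299 cells stably carrying temperature-sensitive p53-A138V and a BP100-luciferase reporter were pinned with compounds (4-point, 1:5 series) and held 24 hrs at 37 deg C. Luminescence was read 10 min after detection reagent.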
Rab9 prom act = Rab9 promoter activation. Huh7 Rab9 promoter-luciferase reporter, luminescence, 24 h. Potency, µM (titrated, usually from 9.22 µM), inactives show top-dose activation, negative = inhibition, most hits filed as activators. hit rate 2.8% among 320,000; also: % of control where 0% means no effect; nearly all actives have a fitted effect of over 60% in size
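Huh7 cells stably carrying Rab9 promoter–luciferase reporter, plated 1500 cells/well, compound added after 2 h and incubated 24 h at 37 °C; luciferase luminescence then read after 10 min with detection reagent.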
FLuc counter = counter-screen for miR-21 project: firefly luciferase inhibitors or activators; purified FLuc, Km substrates, luminescence inhibition; Potency, µM (highest dose often 57.5 µM), inactives show at the top dose activity change, negative = inhibition, hits mostly inhibitors; hit rate 6.9% among 360,000; AID 588342;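 also: plate controls were vehicle for no effect and reference inhibitor for full effect; nearly all actives have a fitted effect of over 55% in size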
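Biochemical qHTS of compounds, final roughly 60 µM downward over six points, against 10 nM purified firefly luciferase using Km concentrations of substrates (10 uM D-luciferin, 10 uM ATP) in Tris acetate pH 7.5 buffer; luminescence output.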
RORg inh = inhibitors of mouse ROR gamma transcriptional activity | Drosophila S2 Gal4-RORgamma UAS-luciferase reporter, 20 h | Potency, µM (highest dose often 53.6 µM), without a hit: at the top dose activity change, negative = inhibition, hits mostly inhibitors | hit rate 5.4% among 310,000 | AID 2551; also: % is scaled to controls: 0 for no effect and ±100 for the full control effect; nearly all actives have a fitted effect of over 60% in size
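Drosophila Schneider cells stably carrying a metallothionein-driven Gal4 DBD–ROR gamma fusion and a UAS-Photinus luciferase reporter were exposed to compound for 1 hr, then induced with copper sulfate (700 uM final) for 20 hr at ambient temperature before luminescence reading.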
uPA generation = cell surface uPA generation inhibition; AID 540303; Potency, µM (top dose mostly 38.3 µM), inactives show top-dose activity change, negative = inhibition, usual class: inhibitors; cell surface uPA generation assay, qHTS; hit rate 0.31% among 330,000; active = well fitted inhibition curve with a large enough effect; inconclusive = small, poorly fitted or top-dose-only effect; inactive = no such curve, though single readings can be large or run the other way; tested in mouse RAW 264.7 cells; also: % is scaled to controls: 0 for no effect and ±100 for the full control effect; nearly all actives have a fitted effect of over 55% in size
MBNL1-CUG inh = inhibitors of human MBNL1 binding to CUG repeat RNA. Q9NR56. TR-FRET MBNL1-His/biotin-(CUG)12 binding, 665/545 ratio. Potency, µM (titrated, usually from 57.5 µM), for inactives: top-dose activity change, negative = inhibition, most hits filed as inhibitors. hit rate 0.036% among 280,000. AID 2675; active = well fitted inhibition curve with a large enough effect in the signal ratio, with a control signal flat, not every such curve was filed as active; inconclusive = small, poorly fitted or top-dose-only effect, or effect the other way, or a change in a side signal; inactive = no such curve, though single readings can be large or run the other way; the % refers to the signal ratio; also: % is scaled to controls: 0 for no effect and ±100 for the full control effect
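TR-FRET readout: Ex 340 nm, 665/545 nm emission ratio, normalized to buffer-only (basal) and MBNL1-(CUG)12 controls. Complex of MBNL1-His with Biotin-(CUG)12, compounds 92 nM–58 uM, incubated 60 min at room temperature.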
CXXC DNA block = MLL CXXC-DNA interaction inhibition; MLL-CXXC / FITC-HOXA9 DNA fluorescence polarization; AID 2662; Potency, µM (highest dose often 115 µM), for inactives: at the top dose activity change, negative = inhibition, actives largely listed as inhibitors; hit rate 0.037% among 290,000; Q03164; active = well fitted inhibition curve with a large enough effect in the polarisation, with a control signal flat, not every such curve was filed as active; inconclusive = small, poorly fitted or top-dose-only effect, or effect the other way, or a change in a side signal; inactive = no such curve, though single readings can be large or run the other way; the % refers to the polarisation
Target sequence (Q03164 whole entry, looked up): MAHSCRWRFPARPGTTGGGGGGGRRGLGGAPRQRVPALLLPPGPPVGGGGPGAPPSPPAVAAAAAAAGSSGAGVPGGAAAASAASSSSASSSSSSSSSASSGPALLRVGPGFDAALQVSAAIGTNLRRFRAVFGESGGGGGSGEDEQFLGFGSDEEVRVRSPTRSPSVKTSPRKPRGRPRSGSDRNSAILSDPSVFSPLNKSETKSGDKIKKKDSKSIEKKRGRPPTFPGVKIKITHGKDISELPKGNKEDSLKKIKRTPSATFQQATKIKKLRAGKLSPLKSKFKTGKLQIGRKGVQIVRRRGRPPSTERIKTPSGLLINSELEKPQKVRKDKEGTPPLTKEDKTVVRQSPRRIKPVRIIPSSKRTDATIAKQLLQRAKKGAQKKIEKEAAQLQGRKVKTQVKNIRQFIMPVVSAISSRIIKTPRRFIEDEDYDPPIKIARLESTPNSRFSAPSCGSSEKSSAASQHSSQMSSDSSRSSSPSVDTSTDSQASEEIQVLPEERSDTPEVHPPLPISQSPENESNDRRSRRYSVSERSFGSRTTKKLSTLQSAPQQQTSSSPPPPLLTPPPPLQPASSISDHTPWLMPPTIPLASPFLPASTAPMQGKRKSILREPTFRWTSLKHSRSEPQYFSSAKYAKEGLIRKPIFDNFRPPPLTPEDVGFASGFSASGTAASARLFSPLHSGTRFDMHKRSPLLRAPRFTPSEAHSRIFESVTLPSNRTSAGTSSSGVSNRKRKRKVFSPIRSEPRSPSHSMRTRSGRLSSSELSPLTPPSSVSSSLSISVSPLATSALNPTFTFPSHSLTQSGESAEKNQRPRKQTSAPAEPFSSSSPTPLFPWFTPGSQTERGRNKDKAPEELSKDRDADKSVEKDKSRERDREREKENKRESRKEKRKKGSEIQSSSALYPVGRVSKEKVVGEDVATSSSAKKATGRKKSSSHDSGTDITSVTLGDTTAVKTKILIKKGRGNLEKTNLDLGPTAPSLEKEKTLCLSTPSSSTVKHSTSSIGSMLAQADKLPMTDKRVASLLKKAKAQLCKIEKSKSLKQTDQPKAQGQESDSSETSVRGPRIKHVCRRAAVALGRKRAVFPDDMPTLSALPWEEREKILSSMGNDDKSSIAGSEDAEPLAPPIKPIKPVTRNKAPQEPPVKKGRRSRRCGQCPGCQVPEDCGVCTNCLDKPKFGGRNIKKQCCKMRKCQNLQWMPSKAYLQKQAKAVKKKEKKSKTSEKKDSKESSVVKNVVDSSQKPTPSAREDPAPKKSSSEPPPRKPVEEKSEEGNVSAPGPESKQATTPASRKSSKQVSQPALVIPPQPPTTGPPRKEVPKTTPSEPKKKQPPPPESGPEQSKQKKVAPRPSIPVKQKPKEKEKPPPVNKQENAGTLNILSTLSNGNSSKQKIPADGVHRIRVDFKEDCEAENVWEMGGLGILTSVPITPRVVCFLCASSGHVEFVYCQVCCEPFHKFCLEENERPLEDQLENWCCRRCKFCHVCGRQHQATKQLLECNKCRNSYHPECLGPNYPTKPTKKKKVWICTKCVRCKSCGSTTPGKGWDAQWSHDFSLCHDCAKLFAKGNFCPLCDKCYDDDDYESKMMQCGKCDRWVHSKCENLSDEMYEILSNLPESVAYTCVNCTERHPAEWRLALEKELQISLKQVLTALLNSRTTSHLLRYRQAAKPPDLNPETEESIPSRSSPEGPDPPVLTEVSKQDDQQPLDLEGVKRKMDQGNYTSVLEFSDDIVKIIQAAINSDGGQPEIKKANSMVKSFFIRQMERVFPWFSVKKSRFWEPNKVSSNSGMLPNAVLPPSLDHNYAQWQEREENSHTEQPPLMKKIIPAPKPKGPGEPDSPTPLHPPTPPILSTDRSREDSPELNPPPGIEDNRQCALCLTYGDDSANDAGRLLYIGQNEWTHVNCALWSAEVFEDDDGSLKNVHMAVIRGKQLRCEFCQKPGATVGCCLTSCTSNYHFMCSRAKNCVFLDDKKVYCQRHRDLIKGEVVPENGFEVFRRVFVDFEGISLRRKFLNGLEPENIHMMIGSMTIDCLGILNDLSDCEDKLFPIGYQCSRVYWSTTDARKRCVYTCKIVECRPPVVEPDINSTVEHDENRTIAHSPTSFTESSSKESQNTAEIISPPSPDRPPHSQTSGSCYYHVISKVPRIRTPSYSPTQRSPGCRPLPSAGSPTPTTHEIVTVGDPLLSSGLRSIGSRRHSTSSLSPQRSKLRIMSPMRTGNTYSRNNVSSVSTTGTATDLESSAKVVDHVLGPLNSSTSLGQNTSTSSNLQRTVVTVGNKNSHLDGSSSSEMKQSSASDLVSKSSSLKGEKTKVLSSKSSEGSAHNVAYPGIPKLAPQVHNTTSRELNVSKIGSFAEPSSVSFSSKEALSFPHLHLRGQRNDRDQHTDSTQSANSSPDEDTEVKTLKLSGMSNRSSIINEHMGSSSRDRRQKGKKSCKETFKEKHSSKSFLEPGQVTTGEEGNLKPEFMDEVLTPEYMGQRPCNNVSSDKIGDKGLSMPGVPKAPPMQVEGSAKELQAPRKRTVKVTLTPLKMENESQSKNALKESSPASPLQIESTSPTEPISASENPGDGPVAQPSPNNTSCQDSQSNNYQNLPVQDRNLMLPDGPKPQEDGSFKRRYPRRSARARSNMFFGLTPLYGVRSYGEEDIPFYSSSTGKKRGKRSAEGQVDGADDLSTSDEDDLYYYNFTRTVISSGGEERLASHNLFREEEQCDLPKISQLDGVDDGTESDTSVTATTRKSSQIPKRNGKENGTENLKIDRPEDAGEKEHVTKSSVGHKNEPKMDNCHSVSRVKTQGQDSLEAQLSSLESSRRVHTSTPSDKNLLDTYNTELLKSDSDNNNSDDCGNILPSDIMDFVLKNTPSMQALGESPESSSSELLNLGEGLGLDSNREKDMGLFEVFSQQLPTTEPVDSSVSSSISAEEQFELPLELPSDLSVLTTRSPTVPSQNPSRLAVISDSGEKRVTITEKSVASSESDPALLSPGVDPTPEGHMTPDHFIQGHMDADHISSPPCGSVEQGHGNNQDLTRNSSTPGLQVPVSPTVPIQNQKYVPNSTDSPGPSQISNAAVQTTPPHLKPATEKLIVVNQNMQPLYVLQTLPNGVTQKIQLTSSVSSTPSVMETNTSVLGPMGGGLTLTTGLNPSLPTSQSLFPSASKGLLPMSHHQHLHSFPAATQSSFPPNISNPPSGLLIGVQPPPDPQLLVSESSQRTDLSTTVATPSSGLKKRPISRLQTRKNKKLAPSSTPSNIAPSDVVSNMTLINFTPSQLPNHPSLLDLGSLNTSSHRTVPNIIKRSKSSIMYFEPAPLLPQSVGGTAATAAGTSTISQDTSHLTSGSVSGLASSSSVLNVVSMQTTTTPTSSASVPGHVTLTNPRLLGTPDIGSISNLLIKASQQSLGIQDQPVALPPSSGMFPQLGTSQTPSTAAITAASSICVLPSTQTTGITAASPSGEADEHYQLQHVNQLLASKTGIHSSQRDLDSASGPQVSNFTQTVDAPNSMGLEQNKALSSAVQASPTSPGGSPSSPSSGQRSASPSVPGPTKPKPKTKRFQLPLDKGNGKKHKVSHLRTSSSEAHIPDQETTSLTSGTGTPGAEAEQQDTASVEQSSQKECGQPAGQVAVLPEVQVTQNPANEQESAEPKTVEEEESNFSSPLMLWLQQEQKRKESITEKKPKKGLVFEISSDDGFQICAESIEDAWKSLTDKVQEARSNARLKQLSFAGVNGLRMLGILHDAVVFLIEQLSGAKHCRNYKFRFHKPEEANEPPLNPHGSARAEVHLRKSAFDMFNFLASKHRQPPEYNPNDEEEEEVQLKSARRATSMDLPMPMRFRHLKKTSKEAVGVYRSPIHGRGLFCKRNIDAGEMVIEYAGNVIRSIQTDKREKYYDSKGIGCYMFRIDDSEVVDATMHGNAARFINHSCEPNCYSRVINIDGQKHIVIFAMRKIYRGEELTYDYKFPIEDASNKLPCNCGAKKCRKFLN
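Steps: dispense CXXC domain solution (7 uM) → pin compounds or unlabeled HOX-A9 DNA control → 5 min ambient → add FLSN-HOX-A9 solution (50 nM) → spin → 30 min ambient → fluorescence polarization. Tris pH 7.5/NaCl/DTT/BSA buffer.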
An asterisk follows results filed as active; ? = inconclusive; nt = no result given; [ ] = dose if it differs, or a comment. Unless noted, calls follow the shape of the dose curve; as a rule, active = well fitted curve in the direction sought with a large enough effect; inconclusive = small, poorly fitted or top-dose-only effect, or another doubt; inactive = no such curve, though single readings can be large; an effect the other way counts as inactive or inconclusive. Potency is read from the fitted curve at half-maximal effect.

SMILES	BRCA1 expr act	NPC1 promoter act	ELG1 genotox	VP16 counter	p53 reactivator	Rab9 prom act	FLuc counter	RORg inh	uPA generation	MBNL1-CUG inh	CXXC DNA block
Cc1ccc(CNc2nc(N)c([N+](=O)[O-])c(Nc3ccc(F)cc3)n2)cc1	1%	1%	2%	-14%	-6%	-3%	-1%	2%	nt	-17%	12%
CC(NC(=O)CNC(=O)OCc1ccccc1)C(=O)N1CC(O)CC1C(=O)OCc1ccccc1 (stereo not drawn)	-7%	0%	1%	-3%	-10%	1%	-2%	-3%	0%	-9%	7%
CC1CCCCC1NC(=O)C1CCN(C(=O)c2sccc2-n2cccc2)CC1 (stereo not drawn)	-5%	-1%	-9%	27%	-3%	1%	-3%	?	-12%	-7%	4%
O=C(CN1CCCC1)Nc1sc2c(c1C(=O)Nc1ccc(Br)cc1)CCC2	-51%	-2%	0%	3.5µM*	2%	-3%	-2%	2µM*	4%	-3%	1%
Cc1c(Cl)cccc1N1C(=O)C2ON(c3ccccc3)C(c3cccnc3)C2C1=O (stereo not drawn)	-4%	0%	0%	0%	1%	7%	11%	-5%	-3%	-5%	14%
CC(C)C[C@H](NC(=O)OC(C)(C)C)C(=O)N[C@@H](CO)[C@H](O)[C@@H]1C[C@@H]1C(=O)N(C)C	10%	0%	1%	5%	9%	1%	-2%	12%	-5%	-3%	-2%
CC(C)[C@H](N)c1cn([C@@H](CC(N)=O)C(=O)N2CCNCC2)nn1	0%	-2%	-3%	nt	-1%	-1%	2%	nt	9%	nt	nt
Cc1nn2c3c(cnc2c1-c1ccccc1)C(=O)CC(c1ccco1)C3 (stereo not drawn)	-74%	6%	-8%	?	27%	1%	?	23%[10 µM]	0%	16%	-3%
COc1ccc(S(=O)(=O)CCC(=O)Nc2cccc(OC)c2)cc1	nt	-7%	-1%	-2%	-2%	-4%	-1%	1%	nt	-39%	3%
CCn1nc(C(=O)OCC(=O)c2cc(C)n(Cc3cccs3)c2C)c2ccccc2c1=O	57%	-1%	18µM*	-13%	-12%	-3%	3µM*	-25%	-6%	-3%	19%
Cc1ccc(-c2noc(CCC(=O)NCCN3CCOCC3)n2)cc1	7%	0%	0%	6%	25%	0%	2%	12%	0%	-6%	-9%
COc1ccc(C(CC(=O)O)N2C(=O)CCC2=O)cc1 (stereo not drawn)	-7%	0%	-2%	2%	-1%	-1%	0%	-25%	1%	-3%	?
CC(C)c1ccc(-n2cccc2/C=C2/C(=N)N3C=CSC3=NC2=O)cc1	-50%	1%	-14%	16µM*	12%	-2%	-4%	7.1µM*	-4%	38%[activator]	4%
O=C(COc1ccccc1Br)NCc1ccccn1	11µM*	21%	?	-22%	6%	?	?	4%	nt	2%	3%
COc1ccc(-c2nc(C#N)c(N3CCCCC3)o2)cc1	-13%	1%	-4%	1%	2%	1%[1.84 µM]	?	-1%	6%	7%	-5%
O=C(Cc1cccs1)Nc1ccc(F)cc1F	4%	-3%	-3%	0%	20%	-5%	2%	7%	2%	-6%	-3%
O=[N+]([O-])c1ccc(S(=O)(=O)NCC2CC3CCC2C3)cc1 (stereo not drawn)	-19%	-3%	-3%	1%	2%	3%	-1%	34%	15%	?	-3%
COc1ccccc1N(Cc1cc(=O)[nH]c2ccccc12)C(=O)c1cccc([N+](=O)[O-])c1	3%	2%	-6%	6%	-9%	-7%	-2%	9%	5%	?	0%
O=C(NCCC1=CCCCC1)c1ccc(Cl)c(S(=O)(=O)Nc2ccccc2)c1	-52%	-1%	-6%	-19%	-9%	-4%	-3%	?	-4%	-6%	4%
O=c1c2ccccc2cnn1Cc1n[nH]c(=S)n1-c1ccccc1F	17%	0%	0%	-5%	1%	0%	6%	-23%	-2%	-3%	-4%
CC(=O)NCc1ccc(C(=O)CSc2nnc(C3CC3)n2C2CC2)cc1	-1%	0%	2%	nt	14%	11%	1%	nt	9%	nt	nt
CCc1nc2ccc(C(=O)N(C)CC(=O)Nc3cccc(F)c3)cc2nc1CC	-13%	0%	-2%	nt	-5%	1%	5%	nt	2%	nt	nt
O=C(O)c1ccc(CN(c2ccccc2)S(=O)(=O)c2ccccc2)cc1	2%	-6%	-5%	5%	?	-1%	0%	-4%	-19%	-9%	-25%
COc1cc(C(=O)NCc2ccncc2)cc(OC)c1OC	0%	-1%	4%	5%	-2%	-1%	1%	-24%	2%	4%	-7%
O=C1C(c2ccncc2)N(CCC2=CCCCC2)C(=O)CN1C1CCCCC1 (stereo not drawn)	1%	1%	0%	-5%	-4%	15%	2%	10%	nt	7%	-14%
CNC(=O)NCCN1CCCC1=O	-18%	1%	2%	16%	6%	-1%	4%	-3%	-1%	-1%	4%
CCC(=O)Oc1ccc(C(=O)Nc2ccc3c(c2)OCO3)cc1	?	2.2µM*	?	?	4%	4.5µM*	5.4µM*	-21%	-7%	-4%	30%
C=CCn1c(N)cc(=O)nc1SCC(=O)N1CCN(c2ccc(F)cc2)CC1	-2%	0%	0%	3%	-3%	-2%	6%	-16%	10%	1%	-3%
COc1cccc(NC(=O)N2CCCC2C(=O)NCC(C)C)c1 (stereo not drawn)	9%	1%	-2%	0%	-1%	1%	5%	-5%	0%	-3%	-5%
O=C(CN1CCN(Cc2ccccc2)C1=O)NCc1cccs1	1%	1%	-3%	15%	0%	-6%	-1%	19%	?	-3%	-6%
O=C(CSc1nnc(C2CC2)n1Cc1ccccc1)N1CCN(S(=O)(=O)c2ccccc2)CC1	-12%	-2%	1%	3%	-3%	-3%	-3%	-56%	2%	11%	2%
CC(Oc1ccc(Cl)cc1Cl)C(=O)/C=C/N(C)C (stereo not drawn)	4%	-1%	7%	-1%	4%	-4%	1%	-5%	2%	2%	2%
COc1ccc(O)c(C(=O)c2cnn(C(=O)c3cc(C)oc3C)c2)c1	21%	5%	0%	6%	1%	2%	0%	0%	5%	-6%	13%
COC1=CC(=O)OC12CCCCC2	8%	-1%	-2%	12%	-7%	2%	4%	-14%	3%	0%	6%
CC(=O)C1C(c2ccc3ncccc3c2)NC(=O)NC1(O)C(F)(F)F (stereo not drawn)	-7%	-3%	-1%	-3%	-12%	0%	8%	-1%	nt	6%	-8%
CCOC(=O)CNC(=S)n1cnc(N)n1	0%	0%	-2%	-15%	-2%	3%	-1%	7.9µM*	-5%	-6%	26%
CN(C(=O)COC(=O)CNC(=O)C12CC3CC(CC(C3)C1)C2)c1ccccc1	-1%	0%	-1%	-9%	13%	11%	0%	-19%	-1%	-3%	-2%
CC(C)CN1CCC(=O)N(CCOc2ccccc2)CC1	?	?	18%	4%	25%	?	-18%	32%	2%	4%	2%
CC(=O)NC(Cc1cccc(C)c1)C(=O)NC1CCN(S(=O)(=O)c2ccccc2)CC1 (stereo not drawn)	-12%	-3%	2%	-2%	0%	0%	1%	-2%	-1%	-1%	0%
CN1CCN(NC(=O)CC(C)(C)C)CC1	0%	-1%	0%	-8%	4%	-5%	0%	16%	5%	-9%	-7%
CCn1c(C)nc2cc(C(=O)N=Nc3c(O)[nH]c4ccccc34)ccc21	nt	?	?	0%	9%	?	6µM*	32%	nt	nt	7%
CCCCCN(C(=O)CCC(=O)OCc1cccc(C(F)(F)F)c1)c1c(N)n(CCCC)c(=O)[nH]c1=O	-21%	-3%	1%	-14%	3%	0%	6%	30%	-5%	-2%	-7%
O=C(c1cccs1)N1CCN(S(=O)(=O)N2CCCCC2)CC1	-7%	4%	-5%	0%	-1%	-6%	0%	18%	-3%	-1%	-4%
CCC(=O)NC(=S)Nc1ccc(NC(=S)NC(=O)c2ccc(C)cc2)cc1	10%	-7%	?	2%	3%	-4%	1%	?	9%	-1%	12%
CC1CC(C)CN(CC(O)COc2ccc3c(c2)CCC3)C1 (stereo not drawn)	-22%	1%	-1%	1%	6%	-1%	1%	-4%	4%	-3%	2%
Cc1cccc(-c2ccc(NC(=O)C3CCN(CC4CC4)CC3)cc2)c1	-28%	2%	0%	2%	?	-9%	-3%	0%	-7%	-4%	?
CNCC(=O)N(CC(C)C)c1c(N)n(CC(C)C)c(=O)[nH]c1=O	9%	-1%	3%	4%	0%	6%	-4%	4%	-2%	-6%	7%

This is a subset; count on the stated rates, not on these rows.
